GPR55 beta-arrestin: GPR55 agonists via beta-arrestin recruitment, primary screen, imaging, U2OS cells, beta-arrestin-GFP redistribution (AID 1961) | 290,000 compounds, 0.048% hits | U2OS GPR55 beta-arrestin-GFP redistribution imaging; higher % means a stronger effect | activation, % at 10 µM, or EC50 in µM where a hit was titrated;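 active = activation above 40% with more than 50 cells counted in the well; inconclusive = wells holding fewer than 50 cells, flagged as toxic or sparse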;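 also: U2OS osteosarcoma cells stably expressing GPR55 and beta-arrestin-GFP; plate controls were DMSO negative control for no effect and LPI positive control for full effect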
T cell modulator: T cell immune modulation candidate; 330,000 compounds, 0.068% hits; 2C CD8+ T cell-vesicle binding, flow cytometry; active compounds read low; calls only at 7 µM;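 active = response, share of CD8 T cells binding vesicles, and their 90th percentile fluorescence all below set limits, cut at about 80% in these data, passing the limit was not always enough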
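Incubation: binding step 1.5 h, 37 °C, antibody labelling 20 min, ice; system: murine 2C transgenic CD8+ T lymphocytes; technique: cytometric PE anti-B7-1 and Alexa647 anti-CD8 signals after 1% paraformaldehyde fixation; also added: QL9-charged Drosophila Ld/ICAM-1/B7-1 vesicles; control set: naked versus QL9-loaded vesicles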
NTR1 agonist: NTR1-driven beta-arrestin-GFP spot formation – imaging, U2OS cells, high content, primary screen (AID 493036). P30989. agonist mode. activation, % at 20 µM. 330,000 compounds, 0.17% hits;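 active = activation at or above 40% of the spot to cytoplasm intensity ratio, with at least 20 cells analyzed; inconclusive = wells under 20 cells, flagged as cytotoxic or low count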;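 also: 0% = DMSO without peptide and 100% = 100 nM NTR1 peptide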
Target sequence (P30989 whole entry, looked up): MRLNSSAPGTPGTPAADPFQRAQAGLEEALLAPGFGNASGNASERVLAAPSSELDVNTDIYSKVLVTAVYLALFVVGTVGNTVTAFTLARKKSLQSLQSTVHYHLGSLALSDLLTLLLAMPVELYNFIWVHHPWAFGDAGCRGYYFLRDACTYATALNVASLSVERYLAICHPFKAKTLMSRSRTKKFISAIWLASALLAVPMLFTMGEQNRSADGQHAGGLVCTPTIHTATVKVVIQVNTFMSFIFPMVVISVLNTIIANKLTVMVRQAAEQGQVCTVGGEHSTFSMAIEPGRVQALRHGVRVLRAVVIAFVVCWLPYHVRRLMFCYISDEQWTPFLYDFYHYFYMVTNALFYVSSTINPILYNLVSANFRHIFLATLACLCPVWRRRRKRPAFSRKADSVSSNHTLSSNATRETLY
NOD2 inhibition: NOD2 signaling inhibitors, cell-based, luminescence, uHTS, HEK293 (AID 1566); HEK293 NOD2/NF-kB luciferase reporter, luminescence; higher % means a stronger effect; inhibition, % at 4 µM, or EC50 in µM where a hit was titrated; 290,000 compounds, 0.63% hits; also: many of its hits are not listed in these tables
KOR beta-arrestin-1: kappa opioid receptor activators – cell-based, luminescence, uHTS, primary screen (AID 1777); 280,000 compounds, 0.02% hits; KOR beta-arrestin recruitment, luminescence; higher % means a stronger effect; activation, % at 10 µM, or EC50 in µM where a hit was titrated; in the data active = activation above about 50%, passing the limit was not always enough; also: a part of the inactive calls stands beside numbers as strong as those of hits
Myeloid diff MLP: compounds promoting myeloid differentiation | ER-HoxA9 myeloid progenitors, lysozyme-GFP differentiation, flow cytometry | calls only at 10 µM | 360,000 compounds, 1% hits;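 active = normalized GFP-positive differentiation at or above the plate's own cutoff, the solvent-only control mean plus 3 SD; inconclusive = no clear call, values can overlap the other calls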;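 also: cells exposed to compound for four days before flow analysis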
NOD1 inhibition: NOD1 signaling inhibitors, primary screen, cell-based, luminescence, uHTS (AID 1578) | inhibition, % at 4 µM, or EC50 in µM where a hit was titrated | 290,000 compounds, 1% hits | NOD1-driven NF-kB luciferase reporter cells, luminescence; higher % means a stronger effect; in the data active = inhibition mostly above about 36%, no sharp cut-off; inactive = mostly below about 34%;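 also: HEK-293T reporter cells stimulated with the NOD1 agonist gamma-tri-DAP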
GPR55 antagonists: GPR55 antagonists blocking LPI-driven arrestin recruitment, primary screen, imaging, U2OS, beta-arrestin-GFP, LPI agonist (AID 2013); U2OS GPR55 beta-arrestin-GFP translocation imaging, LPI antagonism; higher % means a stronger effect; inhibition, % at 10 µM; hits with a dose series show IC50 in µM; 290,000 compounds, 0.13% hits;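 active = spots per cell inhibited over 60%, with over 100 cells counted and total cytoplasm intensity under 500,000; inconclusive = wells with under 100 cells, flagged as likely toxic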;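 also: U2OS cells stably carrying GPR55 and arrestin-GFP stimulated by 5 µM LPI near EC80; imaged beta-arrestin-GFP aggregate spots per cell after agonist stimulation; plate controls were LPI-stimulated DMSO wells for no effect and DMSO wells without LPI for full effect; some results filed as inactive read as strong as hits; confirmed hits need IC50 under 10 µM and bright autofluorescent wells are also inconclusive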
KOR beta-arrestin-2: KOR antagonists, beta-arrestin recruitment, cell-based, luminescence, uHTS (AID 1778). KOR beta-arrestin recruitment, luminescence, antagonist mode; higher % means a stronger effect. inhibition, % at 10 µM, or IC50 in µM where a hit was titrated. 290,000 compounds, 0.091% hits; also: strong numbers were not always called active
T cell modulator vesicle-bound %: further read-out of T cell modulator, marked with its call; double positive events, %; measured here: CD8+ vesicle-bound cell fraction;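 binding gate set so that unloaded-vesicle control wells show 10% double positive cells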
NTR1 agonist cell count 20 µM: also measured in NTR1 agonist; calls as there; cell count; measured here: cell count, cytotoxicity flag
Myeloid diff MLP GFP+ MAC1+ %: further read-out of Myeloid diff MLP, marked with its call; GFP+ MAC1+ double positive, %; measured here: differentiation confirmed by MAC1 staining
Active calls of the source: *; i = inactive; ? = inconclusive; . = no result given; [ ] = another dose, or the depositor's remark. Rule as the data show it, unless noted: active = inhibition above about 50%; inactive = the rest. This is a subset; count on the stated rates, not on these rows.

Fields – NOD2 inhibition, GPR55 antagonists, KOR beta-arrestin-1, KOR beta-arrestin-2, Myeloid diff MLP, NTR1 agonist cell count 20 µM, T cell modulator vesicle-bound %, Myeloid diff MLP GFP+ MAC1+ %, T cell modulator, GPR55 beta-arrestin, NOD1 inhibition, NTR1 agonist
O=C(CN1C(=O)c2ccccc2C1=O)NCc1ccc(C(=O)O)cc1
→ 3%, -9%, -1.1%, -12%, i, 84, 34, 0.6, i, 0.0%, -3%, -0.7
O=c1cc(-c2ccccc2)nc2n1Cc1ccccc1-2
→ -40%, 6%, -3.0%, 5%, i, 60, 52, 3.9, i, 0.3%, -49%, 4.4
FC(F)(F)c1cnc(-c2cnc(-c3cccnc3)nc2)c(Cl)c1
→ -48%, -1%, 0.8%, 16%, i, 62, 54, 0.4, i, 0.2%, -38%, 1.1
CC[C@H](C)C(C(=O)N1CCN(C(=O)OC(C)(C)C)CC1)n1cc(C(Cc2ccc(O)cc2)NC(=O)OC(C)(C)C)nn1 (stereo partly specified)
→ 10%, 6%, 1.0%, -16%, i, 90, 52, 1.0, i, 0.3%, -19%, 1.4
COc1ccc(-c2cc(N)n(S(=O)(=O)c3ccc(F)cc3)n2)cc1OC
→ 36%, 1%, -1.1%, -28%, i, 50, 15, 3.0, i, 0.2%, 44%, 1.9
CCOC(=O)c1cc(-c2ccccc2)sc1NC(=O)C(C)N1C(=O)c2ccccc2C1=O (stereo unspecified)
→ 22%, 10%, -1.9%, -5%, i, 78, 51, 0.3, i, -0.2%, -10%, 1.8
CCOC(=O)c1nn(-c2ccc(Cl)cc2)c2nnc(Cc3ccc(C)cc3)c(=O)n12
→ 4%, 16%, 3.5%, -8%, i, 75, 47, 1.5, i, 0.3%, -6%, 4.5
CCCCOC(=O)CCc1nc2ccccc2[nH]c1=O
→ -7%, 6%, -1.8%, 26%, i, 75, 44, 1.4, i, -0.1%, -19%, 0.1
O=C1CCCCCN1C(=O)c1ccc(C(=O)N2CCCCCC2=O)cc1
→ 19%, 2%, -4.3%, 8%, i, 52, 42, 1.0, i, 0.1%, 5%, 0.0
CC1C(=O)Nc2ccccc2N1C(=O)C1CC1 (stereo unspecified)
→ 18%, -12%, -1.9%, 2%, i, 51, 46, 1.2, i, -0.1%, -4%, 0.0
Cn1c(CC(=O)Nc2ccc(Cl)c(Cl)c2)nnc1SCC(=O)N1CCN(c2ccccc2)CC1
→ 25%, 14%, -0.9%, 10%, i, 88, 38, 5.4, i, -0.2%, ., 1.2
CC(C)=NNc1nc(-c2ccc(N3C(=O)CCC3=O)cc2)cs1
→ -48%, 4%, 8.5%, -28%, i, 56, 50, 0.5, i, 0.3%, 0%, 1.1
Cc1ccc(C2N(c3ccc(F)cc3)C(=O)C3CCCN32)cc1 (stereo unspecified)
→ -7%, -8%, 1.5%, -7%, i, 70, 34, 1.2, i, -0.1%, -2%, 0.3
CCOC(=O)N1CCC(NC(=O)CCc2ccccc2)CC1
→ -3%, -5%, -8.1%, 1%[20 µM], i, 51, 61, 0.4, i, 0.3%, -48%, 0.7
CCC(=O)N1CC2(c3ccccc3)CN(C(=O)CC)CC(c3ccccc3)(C1)C2=O
→ -4%, -3%, -1.2%, -10%, i, 54, 32, 0.7, i, -0.1%, -48%, -0.5
Cc1cccc(-n2ncc3c(Nc4c(C)n(C)n(-c5ccccc5)c4=O)ncnc32)c1
→ 15%, -7%, 1.6%, -62%, i, 64, 16, 6.2, i, -0.1%, ., -1.5
CCc1nc(SCc2nc3ccccc3[nH]2)c2oc3ccccc3c2n1
→ -12%, -7%, 9.8%, ., i, 46, 14, 11, i, -0.1%, 14%, 7.5
CCOc1ccc(NC(=S)N2CCN(S(=O)(=O)c3ccc(C)cc3)CC2)cc1
→ 13%, 8%, -1.7%, 29%, i, 46, 5, 0.6, i, -0.1%, -3%, 1.7
Nc1nnc(SCC(=O)NC23CC4CC(CC(C4)C2)C3)s1
→ 5%, -10%, -0.2%, 18%, i, 69, 46, 0.7, i, -0.2%, -2%, 4.2
CC(C)(C)c1ccc(/C=C/C(=O)N2CCN(c3ncccn3)CC2)cc1
→ -1%, 2%, 1.7%, -20%, i, 50, 44, 0.2, i, -0.3%, -15%, 3.5
COC(=O)Cc1c(C)c2ccc(OCC(=O)NCc3ccc4c(c3)OCO4)cc2oc1=O
→ 8%, 2%, -2.0%, -35%, i, 65, 63, 0.6, i, -0.4%, 12%, 0.2
CC(C)(C)OC(=O)CC[C@@H](C(=O)N1CCN(C(=O)OC(C)(C)C)CC1)n1cc(C(Cc2ccc(O)cc2)NC(=O)OC(C)(C)C)nn1 (stereo partly specified)
→ -22%, 6%, -1.6%, -22%, i, 48, 34, 1.9, i, -0.1%, -10%, 12
CCn1c(SCC(=O)Nc2nnc(C)s2)nnc1-c1ccco1
→ -5%, 4%, -0.4%, -14%, i, 53, 18, 8.5, i, -0.1%, -17%, -1.2
C=CCc1cccc(C=Nc2ccc(Br)cc2)c1O
→ -5%, -6%, 9.0%, -33%, i, 79, 62, 0.0, i, 1.0%, -30%, 0.3
N#Cc1c(Sc2ncc(C(F)(F)F)cc2Cl)nsc1C/C=N\OCc1c(F)cccc1Cl
→ 15%, -5%, -2.4%, 7%, i, 29, 60, 0.5, i, -0.1%, 24%, 2.3
CC(C)(c1ccccc1)c1ccc(OCC(O)CNC2CCN(Cc3ccccc3)CC2)cc1 (stereo unspecified)
→ 5%, 28%, 2.0%, -25%, ., 5, 34, ., i, -0.2%, -43%, -1.1
CCCN1C(=O)C(O)(c2c(C)[nH]c3ccccc23)c2ccccc21 (stereo unspecified)
→ 2%, 0%, 6.9%, -25%, i, 36, 30, 1.0, i, -0.3%, -8%, 0.0
CC(C)(C)C(=O)N1CCCC1C(=O)O (stereo unspecified)
→ 5%, -1%, 4.2%, -10%, i, 88, 47, 0.6, i, -0.1%, -27%, -0.6
COC(=O)N1CC(C)N(C(=O)OC)CC1C (stereo unspecified)
→ 10%, -11%, -3.4%, 6%, i, 39, 18, 1.4, i, -0.2%, 0%, -0.3
O=C(NC(=S)Nc1ccc(CN2CCCCC2)cc1)c1cc2ccccc2o1
→ 6%, 6%, 0.6%, -7%, i, 45, 20, 0.6, i, -0.1%, 12%, 0.5
COC(=O)c1cnn(-c2nc3c(C)cccc3s2)c1C
→ 3%, 15%, -4.3%, 15%, i, 40, 35, 0.7, i, 0.3%, -22%, 3.1
COc1ccccc1/C=C/C(=O)Nc1cccc(C(C)=O)c1
→ -24%, 6%, -4.6%, 6%[20 µM], i, 91, 59, 0.1, i, 0.2%, -16%, 0.2
COc1ccc(NC(=O)CN2C(=O)CC(C)S(=O)(=O)c3ccccc32)cc1 (stereo unspecified)
→ 14%, -4%, 7.5%, -14%, ?, 48, 7, ., i, 0.3%, -5%, 2.1
COC(=O)c1ccccc1NS(=O)(=O)c1c(C)noc1C
→ 2%, 15%, -0.2%, 10%, ., 65, 32, ., i, -0.1%, -37%, 1.4
COc1ccc(CNN2CCCCC2C(=O)Nc2ccc(OC)c(OCC(C)C)c2)cc1OC (stereo unspecified)
→ 0%, -3%, 2.2%, 1%, i, 54, 33, 0.6, i, -0.1%, -12%, 0.1
O=C(C1CCN(S(=O)(=O)c2cnc[nH]2)CC1)N1CCN(c2ccc([N+](=O)[O-])cc2)CC1
→ 14%, 16%, 2.6%, 22%, i, 58, 37, 1.2, i, 0.3%, 10%, -0.4
CN1CC(=O)Nc2ccccc2C1=O
→ -2%, -5%, -1.4%, -13%, i, 45, 64, 0.2, i, -0.1%, -13%, 0.3
COc1ccc(CCNC(=O)c2cnc3ccccc3n2)cc1
→ 15%, 3%, 0.7%, -7%, i, 47, 27, 0.4, i, 0.0%, -8%, 0.6
COc1ccc(OC)c(NS(=O)(=O)c2ccc(SC)cc2)c1
→ 10%, 4%, -4.0%, -26%, i, 40, 24, 3.5, i, 0.1%, 3%, 0.6
CCOc1ccc(N(CC(=O)Nc2ccccc2OC)S(=O)(=O)c2ccccc2)cc1
→ -4%, -20%, 2.9%, -132%, ., 53, 65, ., i, -0.2%, 30%, 4.9
Cc1nn(-c2ccccc2)c(NC(=O)c2cccs2)c(-c2ccc(Cl)cc2)c1=O
→ -4%, 4%, -1.8%, 0%, i, 58, 36, 0.7, i, 0.1%, 2%, -1.0
COc1ccc(N2C(=S)NC3c4cc(Cl)ccc4OC2(C)C3C(=O)N(C)C)cc1 (stereo unspecified)
→ 1%, -7%, 2.3%, -21%, i, 60, 53, 0.2, i, 0.3%, -18%, -0.9
Cc1nc(-c2cccc(NC(=O)c3cc4cc(Br)ccc4oc3=O)c2)cs1
→ -9%, 0%, -3.0%, 11%, i, 38, 38, 1.0, i, -0.1%, 5%, 3.5
CN(CCC1CCOCC1)C(=O)CC1C(=O)NCCN1Cc1cccc(F)c1 (stereo unspecified)
→ 9%, 8%, -1.7%, 8%, i, 71, 4, 0.0, i, 0.4%, -18%, 0.2
CCCc1cc(=O)oc2cc(C)cc(OCC(=O)NCc3ccncc3)c12
→ 23%, 7%, 1.7%, 13%, i, 51, 43, 3.2, i, -0.1%, -15%, -0.2
Cn1c(=O)c2sccc2n2c(CCCC(=O)N3CCN(c4ccccn4)CC3)nnc12
→ 0%, 15%, -0.1%, 19%, i, 46, 13, 0.7, i, 0.2%, -33%, 3.4
CCN(CC)C(=O)CC(c1ccc(N(C)C)cc1)c1c(OC)cc(OC)c2ccc(=O)oc12 (stereo unspecified)
→ 7%, 6%, -2.8%, 19%, i, 104, 36, 1.1, i, 0.0%, -3%, -6.1
Cc1ccc(CNC(=O)CCC(=O)Nc2nnc(C3CCCCC3)s2)cc1
→ -15%, -1%, 1.3%, 6%, i, 51, 23, 0.5, i, 0.0%, 8%, -0.5
CCC(=O)Nc1ccc(Oc2ccc3c(c2)C(=O)N(c2ccc(O)cc2)C3=O)cc1
→ 4%, -7%, -0.1%, -3%, i, 95, 36, 3.1, i, 0.3%, -26%, 3.5
COc1cc(NC(=O)COC(=O)C=C(C)C)c(C)cc1[N+](=O)[O-]
→ 14%, 3%, 0.1%, -10%, i, 61, 12, 0.3, i, -0.4%, -32%, 2.9
NC(=S)Nc1ccc(Oc2ccc(NC(N)=S)cc2)cc1
→ -10%, -9%, 1.9%, -8%, i, 50, 47, 5.2, i, -0.1%, 0%, 1.6

Screening results: PubChem, several laboratories
